Bioassay records (PubChem)
Mot1-301 SUMO: yeast Mot1-301 growth rescue at high temperature, primary screen, SUMOylation pathway inhibitor project, S. cerevisiae, ATP luminescence, 38.5C. 1% of 320,000 active. S. cerevisiae Mot1-301 growth rescue; percent above DMSO median, 100 means doubled. AID 2716, 2010. growth rescue, % at 18.8 µM;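 active means every valid replicate shows activation above 250% relative to neutral control wells; inactive means the rest, any valid replicate at or below 250%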;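 further: OY570 slx delta 5 strain wells were the positive control but not used for scaling; some compounds called inactive have numbers as strong as hits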
PfHsp90 set2: growth inhibition of PfHsp90-expressing yeast, primary screen, antimalarial PfHsp90 inhibitor project, S. cerevisiae, BacTiter-Glo luminescence, single point, set 2. 0.32% of 310,000 active. BacTiter-Glo ATP, 48 h; yeast lacking PDR1 and PDR3 efflux regulators. AID 504621, 2011. inhibition, % at 9.4 µM;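 active means every replicate shows inhibition above about 80%, whatever the replicate mean, limit read from the data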;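 further: 0% = DMSO neutral controls and 100% = 20 µM radicicol positive controls; yeast relying on Plasmodium falciparum Hsp90 in place of its own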
HTR5A inv ctr: HTR5A inverse agonists in luminescence cell assay, primary screen, counter-screen for OPRM1-OPRD1 heterodimer inverse agonist project, full-deck HTS; inhibition, % at 9.3 µM; 0.083% of 340,000 active; AID 504634, 2011; HTR5A cell line, inverse agonism; 5-hydroxytryptamine receptor 5A (Homo sapiens), P47898; in the data active means inhibition mostly above about 23%, no sharp cut-off; inactive means mostly below about 18%;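 further: 0% = cells with DMSO and 100% = no-cell wells with DMSO; some compounds called inactive have numbers as strong as hits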
Target sequence (P47898 whole entry, looked up): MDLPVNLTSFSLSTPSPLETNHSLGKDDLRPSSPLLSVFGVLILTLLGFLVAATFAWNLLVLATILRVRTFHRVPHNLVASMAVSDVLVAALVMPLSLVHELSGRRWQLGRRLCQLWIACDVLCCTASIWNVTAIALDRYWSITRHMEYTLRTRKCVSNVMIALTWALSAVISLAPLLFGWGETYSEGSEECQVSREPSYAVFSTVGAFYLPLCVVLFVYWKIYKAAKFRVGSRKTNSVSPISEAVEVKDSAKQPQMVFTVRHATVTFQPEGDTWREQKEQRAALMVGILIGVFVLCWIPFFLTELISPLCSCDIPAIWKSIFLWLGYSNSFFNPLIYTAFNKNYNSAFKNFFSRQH
MOR-DOR ag: agonists of OPRM1-OPRD1 heterodimerization, primary screen, cell-based, luminescence | activation, % at 9.3 µM | 0.3% of 340,000 active | cells | Mu-type opioid receptor (Homo sapiens) + Delta-type opioid receptor (Homo sapiens), … | AID 504326, 2011; in the data active means activation above about 18%;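 further: 0% = vehicle-treated cells and 100% = reference agonist; values of inactives mirror those of a sister screen read the other way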
AddAB inh: growth inhibition of E. coli expressing H. pylori AddAB, primary screen, AddAB inhibitor project, absorbance; 0.29% of 330,000 active; inhibition, % at 11.9 µM; in the data active means inhibition above about 12%;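 further: 0% = vehicle wells of infected cells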
MOR-DOR inv ag: inverse agonists of MOR-DOR heterodimerization, primary screen, cell-based, luminescence; cell-based MOR-DOR heterodimer luminescence, inverse agonism; 0.21% of 340,000 active; Mu-type opioid receptor (Homo sapiens) + Delta-type opioid receptor (Homo sapiens), …; AID 504357, 2011; inhibition, % at 9.3 µM; in the data active means inhibition above about 22%, passing the limit was not always enough;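 further: 0% = cells with DMSO and 100% = wells without cells with DMSO; values of inactives mirror those of a sister screen read the other way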
PKA-R1A activ: activators of PKA-R1A holoenzyme, primary screen, biochemical, fluorescence polarization, Cy5-IP20, bovine R1A, mouse PKAc; activation, % at 11.4 µM; PKA-R1A dissociation; scaled: DMSO 0%, 113 µM cGMP 100%; 0.083% of 340,000 active; cAMP-dependent protein kinase type I-alpha regulatory subunit (Bos taurus) + …;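 active means percent activation above the mean of all tested compounds plus 3 SD, cut at about 19% in these data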;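 further: higher means more PKAc released from R1A so a rise in polarization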
PKA-R2B activ: activators of PKA-R2B holoenzyme, primary screen, biochemical, fluorescence polarization, Cy5-IP20, human; cAMP-dependent protein kinase catalytic subunit beta (Homo sapiens) + cAMP-dependent …; PKA-R2B holoenzyme dissociation; R2B truncated from residue 108, S112A mutant; 0% DMSO only, 100% 113 µM cGMP; activation, % at 11.4 µM; 0.079% of 340,000 active; AID 504700, 2011;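 active means activation above a cutoff set at the mean over all compounds plus 3 SD, cut at about 18% in these data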;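 further: higher means more holoenzyme dissociation and a rise in polarization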
Target sequence (P31323 whole entry, looked up, other chains not shown, the tested form may be a part): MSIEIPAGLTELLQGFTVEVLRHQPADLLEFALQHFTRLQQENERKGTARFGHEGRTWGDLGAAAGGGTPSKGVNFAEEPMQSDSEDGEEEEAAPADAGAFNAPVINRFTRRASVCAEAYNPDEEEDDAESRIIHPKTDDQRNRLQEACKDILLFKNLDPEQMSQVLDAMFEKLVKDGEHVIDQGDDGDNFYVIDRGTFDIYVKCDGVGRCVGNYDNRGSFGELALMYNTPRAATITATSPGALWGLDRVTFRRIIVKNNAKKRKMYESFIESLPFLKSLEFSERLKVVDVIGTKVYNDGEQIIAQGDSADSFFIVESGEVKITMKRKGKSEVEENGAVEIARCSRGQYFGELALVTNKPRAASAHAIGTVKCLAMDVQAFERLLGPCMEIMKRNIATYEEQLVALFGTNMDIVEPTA
phage Ecoli inh: growth loss of phage-infected E. coli, primary screen, RecBCD inhibitor project, absorbance, with phage, HTS; AID 651602, 2012; inhibition, % at 11.9 µM; 0.26% of 360,000 active; in the data active means inhibition above about 11%
Tat transport: E. coli Tat export inhibitors, primary screen, MC4100, TorA-mCherry reporter, fluorescence, single point; inhibition, % at 10 µM; 0.036% of 340,000 active; AID 488895, 2010;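 active means mean replicate inhibition at least 50% and at least half of replicates individually reaching 50%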;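 further: exported cargo escapes ClpAP degradation while cytoplasmic cargo is degraded and loses fluorescence; 0% = median of neutral control wells and 100% = median of NaSCN control wells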
E coli growth: E. coli V3065 growth inhibition, primary screen, counter-screen for AddAB inhibitor project, absorbance, OD600 | 18 h | inhibition, % at 11.9 µM | 0.27% of 330,000 active | AID 449728, 2010;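 active means inhibition above the campaign's mean inhibition across all tested compounds plus 3 SD, cut at about 9.9% in these data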;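 further: uninfected addAB+ strain grown without phage in ampicillin broth; 0% = DMSO wells and 100% = ciprofloxacin 0.95 µg/ml wells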
Numbers without * were called inactive; i = inactive; · = no result given.

[1] CC(=O)C(Cc1ccccc1)NC(=O)COC(=O)c1ccc(-n2cnnn2)cc1 (stereo not drawn)
[2] COc1ccc(C(OC(=O)c2ccco2)C(=O)NC2CCCC2)cc1OC (stereo not drawn)
[3] CC(C)CC(NC(=O)c1ccc(C#CC(C)(C)O)s1)C(=O)O (stereo not drawn)
[4] Cc1nn(Cc2noc(C(=O)NCc3ccccn3)n2)c(C)c1Br
[5] CCOC(=O)c1ccccc1NC(=O)COC(=O)CCC(=O)N1CCOCC1
[6] Cc1ccc(N(C)S(=O)(=O)c2cccc(C(=O)N(C)Cc3cnn(-c4ccccc4)c3)c2)cc1
[7] COc1ccc(CN2CC(=O)N(c3ccc(Cl)cc3)C2=S)cc1OC
[8] O=C(NNC(=O)c1ccc([N+](=O)[O-])cc1)c1ccc(F)cc1
[9] Cc1cc(SCC(=O)N/N=C/c2ccccc2C(=O)O)c(C)cc1Br
[10] CCN1CCN(C(CNS(=O)(=O)c2ccc(Br)cc2)c2cccnc2)CC1 (stereo not drawn)
Screen / compound no.	1	2	3	4	5	6	7	8	9	10
Mot1-301 SUMO	10	-2	-1	5	-14	·	-18	293	28	0
PfHsp90 set2	·	14	-1	8	31	6	5	-5	12	13
HTR5A inv ctr	10	-18	-2	23	10	-4	8	-20	-35	8
MOR-DOR ag	-2.5	-1.0	-2.4	-2.6	-9.2	1.2	1.0	0.8	2.7	-2.6
AddAB inh	-0.4	2.6	0.8	3.0	1.6	·	-1.6	2.3	0.0	-0.4
MOR-DOR inv ag	13	7	14	14	30	-7	-4	-4	-19	14
PKA-R1A activ	7	-14	-17	-3	8	-3	-5	-2	-7	-1
PKA-R2B activ	-3	-8	5	8	-11	-9	-2	8	-3	-1
phage Ecoli inh	1.0	3.2	2.5	-1.0	1.5	0.6	3.7	-1.5	0.1	-0.5
Tat transport	-4	7	-6	-4	-8	24	1	1	9	0
E coli growth	-1.3	-0.9	-1.6	0.0	-1.5	·	-1.1	3.4	-2.3	-1.9

Grouped by structure, those above containing bromine
[4] Cc1nn(Cc2noc(C(=O)NCc3ccccn3)n2)c(C)c1Br
[9] Cc1cc(SCC(=O)N/N=C/c2ccccc2C(=O)O)c(C)cc1Br
[10] CCN1CCN(C(CNS(=O)(=O)c2ccc(Br)cc2)c2cccnc2)CC1 (stereo not drawn)
Screen / compound no.	4	9	10
Mot1-301 SUMO	5	28	0
PfHsp90 set2	8	12	13
HTR5A inv ctr	23	-35	8
MOR-DOR ag	-2.6	2.7	-2.6
AddAB inh	3.0	0.0	-0.4
MOR-DOR inv ag	14	-19	14
PKA-R1A activ	-3	-7	-1
PKA-R2B activ	8	-3	-1
phage Ecoli inh	-1.0	0.1	-0.5
Tat transport	-4	9	0
E coli growth	0.0	-2.3	-1.9

The listing continues:
[11] CCOc1ccc(NC(=O)C2CCCN2C(=O)NC2CCCCC2)cc1 (stereo not drawn)
[12] O=C(N/N=C/c1ccc(Cl)cc1Cl)c1cccc(F)c1
[13] C=CCSc1nc2c(c(=O)[nH]c(=O)n2C)n1CC
[14] Cc1c(NC(=O)c2ccc3c(c2)OCO3)cccc1-c1nc2ccccc2o1
[15] Fc1ccc(-c2nn(-c3ccccc3)cc2CNCc2ccccc2)cc1
[16] Cc1cccc(NC(=O)c2nnn(-c3cccc(C(F)(F)F)c3)c2N)c1
[17] CNS(=O)(=O)c1cccc2nsnc12
[18] CCCNC(=O)CS(=O)Cc1nc(-c2cccc(OC)c2)oc1C (stereo not drawn)
[19] COc1ccc(CCN(C)c2ccc(C(N)=O)cc2[N+](=O)[O-])cc1OC
[20] Cn1cc([N+](=O)[O-])c(C(=O)Nc2cc(Oc3ccccc3)cc([N+](=O)[O-])c2)n1
Screen / compound no.	11	12	13	14	15	16	17	18	19	20
Mot1-301 SUMO	3	12	-4	86	3	113	-17	10	·	9
PfHsp90 set2	-16	3	-12	-18	10	·	-49	-25	-48	1
HTR5A inv ctr	-1	-20	0	-7	·	-12	-4	0	-5	4
MOR-DOR ag	-1.4	7.7	-0.3	-1.4	·	12	-2.8	-1.9	0.8	-4.4
AddAB inh	1.7	0.3	4.1	0.6	1.8	3.5	0.2	-1.4	1.4	-1.3
MOR-DOR inv ag	10	-41	1	9	·	-59	17	10	-4	21
PKA-R1A activ	1	-1	-13	-1	·	9	1	-2	-2	-2
PKA-R2B activ	5	5	10	1	·	-4	4	4	-9	-10
phage Ecoli inh	-0.6	1.4	2.6	3.5	2.1	4.1	4.5	1.8	0.6	3.3
Tat transport	6	-3	-1	20	3	-5	3	-2	34	-1
E coli growth	0.2	0.2	0.5	-2.0	0.4	-1.3	-0.3	-1.9	-0.4	-0.8

[21] Cc1ccccc1-n1c(-c2ccoc2C)n[nH]c1=S
[22] COc1cc(-n2c(C)nc3cc(C(=O)N4CCOCC4)ccc32)cc(OC)c1OC
[23] OCCC1CN(Cc2ccccc2-c2ccco2)CCN1C1CCCC1 (stereo not drawn)
[24] O=C(Cc1ccccc1)N/N=C/c1ccc(OCC(=O)Nc2ccccc2)cc1
[25] Cc1c(NC(=O)c2ccc(C(=O)Nc3c(C)n(C)n(-c4ccccc4)c3=O)cc2)c(=O)n(-c2ccccc2)n1C
[26] Cc1ccc(C(=O)Nc2ccc(C(=O)N/N=C/c3cccnc3)cc2)cc1
[27] O=C(NNC(=O)c1ccccc1Cl)c1ccc2c(c1)OCCO2
[28] O=C(Cn1cc([N+](=O)[O-])cn1)N1CCN(Cc2ccc3c(c2)OCO3)CC1
[29] CC(=O)Nc1cc(C(F)(F)F)ccc1Oc1cccc(Br)c1
[30] Cn1c(Cn2cnc([N+](=O)[O-])n2)nnc1SCC(=O)Nc1cccc(Cl)c1
Screen / compound no.	21	22	23	24	25	26	27	28	29	30
Mot1-301 SUMO	15	-25	-4	2	191	0	2	-16	15	69
PfHsp90 set2	-8	-10	-21	7	-4	-17	24	-6	15	6
HTR5A inv ctr	17	-5	17	-2	9	8	12	5	9	-9
MOR-DOR ag	2.2	-2.6	-1.4	0.2	-2.9	4.0	-2.6	0.1	9.9	2.9
AddAB inh	1.4	2.2	2.6	-0.2	-1.6	1.7	2.7	2.5	1.8	-1.4
MOR-DOR inv ag	-12	11	8	-1	14	-30	10	-1	-57	-15
PKA-R1A activ	8	2	-18	-10	-2	2	-4	5	-7	5
PKA-R2B activ	2	-7	-10	-5	-3	10	3	-8	-3	8
phage Ecoli inh	2.8	0.0	1.7	1.1	3.3	1.8	2.9	0.6	2.2	3.9
Tat transport	-1	-5	4	-4	4	-12	-10	-3	0	-3
E coli growth	-1.3	-0.8	-1.3	0.1	-0.8	-0.2	1.1	-1.5	1.8	0.0

[31] O=C(c1ccccc1)N1CCc2[nH]nc(-c3ccccc3)c2C1
[32] CC(C)(C)n1nnnc1CN(Cc1ccc(F)cc1)Cc1ccco1
[33] CC(=O)NC(c1ccc(Cl)cc1Cl)c1ccc2cccnc2c1O (stereo not drawn)
[34] Cc1n[nH]c(=S)n1/N=C/c1ccccc1
[35] CC(C)NC(=O)N(O)C1N(C(C)C)C(=O)N(Cc2ccc3c(c2)OCO3)C1(C)C (stereo not drawn)
[36] CC1CCc2cc(F)ccc2N1C(=O)c1ccc2c(c1)OCO2 (stereo not drawn)
[37] CCN1CCN(CC(O)COC(c2ccccc2)c2ccccc2)CC1 (stereo not drawn)
[38] O=C(COC(=O)c1ccccc1SCC(=O)N1CCCC1)NC1CCCCC1
[39] Cc1nc(NS(=O)(=O)c2cccs2)c2c3c(sc2n1)CCC3
[40] COc1ccc(Cl)cc1NC(=O)CN(C)C(=O)c1cc2c(s1)CCCC2
Screen / compound no.	31	32	33	34	35	36	37	38	39	40
Mot1-301 SUMO	5	-17	i	-9	14	-13	155	792*	297	·
PfHsp90 set2	2	19	106*	13	-28	10	1	-7	·	5
HTR5A inv ctr	5	8	5	-9	13	-11	-8	13	4	12
MOR-DOR ag	-0.7	0.6	-0.5	-2.2	-1.9	-2.2	-1.0	0.4	0.5	1.6
AddAB inh	-0.7	0.3	·	-1.4	0.4	2.2	3.6	1.5	0.3	·
MOR-DOR inv ag	4	-4	2	12	9	12	6	-3	-3	-10
PKA-R1A activ	0	-1	-4	0	9	-14	-10	-3	8	0
PKA-R2B activ	-5	-5	0	-6	-16	-15	4	-2	1	-17
phage Ecoli inh	2.9	-0.6	24*	2.1	3.2	3.3	1.6	3.8	2.4	3.2
Tat transport	1	1	-19	2	-7	0	-11	-3	8	9
E coli growth	-0.9	-2.1	·	-0.4	0.6	-1.1	-0.9	1.1	0.5	·

[41] O=C(O)CSc1nnc(Nc2ccccc2)n1-c1ccccc1
[42] Cn1c(CO)cnc1S(=O)(=O)Cc1c(Cl)cccc1Cl
[43] O=C(O)C(CCC(C(=O)O)c1ccccc1)c1ccccc1 (stereo not drawn)
[44] CCN(CC(=O)Nc1c(F)cccc1F)C(=O)CN1c2cccc3cccc(c23)S1(=O)=O
[45] COc1ccc(Cl)cc1NC(=O)C/C(C)=N/NC(=O)COc1ccc(C)cc1
[46] CCC(CC)C(=O)Nc1cc(=O)n(C)c(=O)n1C
[47] COc1ccc(CCCc2nnc(SCc3nc4ccccc4c(=O)[nH]3)n2C)cc1
[48] CCn1cc(C(=O)NCc2cccc(F)c2)c(=O)c2cc(F)c(N3CCN(C(=O)c4ccco4)CC3)cc21
[49] COc1ccccc1NC(=S)N1CCN(c2ncccn2)CC1
[50] NC(=O)C1(N2CCCCC2)CCN(C(=O)c2ccc(C#CC3(O)CCCCC3)cc2)CC1
[51] Cc1ccc(CSc2nnnn2C)cc1
Screen / compound no.	41	42	43	44	45	46	47	48	49	50	51
Mot1-301 SUMO	1	26	·	0	5	3	235	-9	3	16	16
PfHsp90 set2	-6	8	2	-8	-11	15	14	-22	-7	·	6
HTR5A inv ctr	-15	-2	-9	-8	25	-14	3	-3	-7	-15	-4
MOR-DOR ag	-1.5	-3.6	-1.6	1.2	-1.8	-1.9	-1.1	-0.5	-2.3	-1.7	-3.6
AddAB inh	-0.5	-0.1	·	1.7	1.0	2.3	1.2	95*	0.8	2.6	2.2
MOR-DOR inv ag	8	16	9	-8	9	10	5	3	12	8	16
PKA-R1A activ	0	3	-9	1	-10	13	-2	-5	-7	0	-8
PKA-R2B activ	-3	1	1	-4	-6	-6	13	6	1	-11	-16
phage Ecoli inh	2.6	1.6	4.4	2.1	-0.6	1.4	2.9	3.8	5.5	1.9	1.9
Tat transport	-7	7	0	-7	1	5	0	6	-4	-2	0
E coli growth	-1.1	0.2	·	0.6	-4.5	3.2	1.8	70*	-0.1	0.6	-0.5
